# Screens: PubChem, NCI
# All columns: NCI-60 one-dose screen, growth in % after 48 h at 10 µM unless noted; 100 = growth as untreated, 0 = no growth, -100 = all killed.
# UO-31: UO-31 renal cancer | AID 1794768 | 81,000 tested, 5.2% active
# PC-3: PC-3 prostate cancer cells | 80,000 tested, 3.9% active
# DU-145: DU-145 prostate cancer; 81,000 tested, 4.2% active; AID 1794760
# SF-295: SF-295 CNS cancer cells. 79,000 tested, 5.6% active
# SN12C: SN12C renal cancer cells; 81,000 tested, 3.8% active; AID 1794767
# U251: U251 CNS tumor cells | AID 1794753 | 80,000 tested, 5.4% active
# SF-539: SF-539 CNS cancer; 81,000 tested, 6.8% active; AID 1794752
# 786-0: 786-0 renal cancer cells; 81,000 tested, 5.1% active; AID 1794775
# SF-268: SF-268 CNS cancer cells; 82,000 tested, 3.1% active
# * marks the source's active call; other numbers are inactive results; . = no result given; [ ] = dose if it differs, or a comment. The calls were made as follows: active = growth percent below 10; inactive = the rest.
SMILES,UO-31,PC-3,DU-145,SF-295,SN12C,U251,SF-539,786-0,SF-268
O=C(NCc1ccco1)Nc1cccc2c(NC(=O)NCc3ccco3)cccc12,102.9[100 µM],42.9[100 µM],53.0[100 µM],84.1[100 µM],33.9[100 µM],64.8[100 µM],30.2[100 µM],104.1[100 µM],96.3[100 µM]
COc1ccc(/C=N/NC(=O)c2cnn3c2NC(c2ccccc2)C3)cc1OC1CCCCC1 (stereo unspecified),74.1,68.4,89.3,76.3,86.7,88.1,80.8,93.7,90.2
CCNCCNc1cc(C2CCCCC2)c(C#N)c2nc3ccccc3n12,-41.0*,40.2,32.6,-53.5*,12.8,-37.7*,-88.8*,4.6*,22.3
O=c1ccnc(Nc2ccc(Cl)cc2)[nH]1,94.2,115.6,114.6,100.1,96.5,99.3,91.9,92.0,104.4
CCOC(=O)C1CCC(C(=O)OCC)N1c1ccc(C=O)cc1 (stereo unspecified),68.7,91.8,105.3,87.8,109.4,108.5,96.5,122.1,102.5
C=C(C)c1ccc(C)c(C)c1,96.1,94.7,109.6,95.7,104.0,100.0,102.5,.,99.1
NC(CSC(c1ccccc1)(c1ccccc1)c1cccc2ccccc12)C(=O)O (stereo unspecified),84.3,84.3,106.1,91.1,82.7,93.0,94.5,98.2,85.0
CCOc1ccc(Nc2nc3ccccc3nc2Nc2ccc(OCC)cc2)cc1,54.9,19.8,45.1,43.3,54.7,32.3,80.8,32.1,40.0
O=C(NNC(=O)c1ccncc1)Nc1ccc(Br)cc1,94.5,87.6,116.0,118.2,106.1,100.4,106.5,97.1,104.0
N#C/C(=C\c1ccc([N+](=O)[O-])cc1)C(N)=O,85.7,101.6,106.8,99.6,125.5,106.8,102.5,101.7,102.9
CC1COC(C)(C)O1 (stereo unspecified),93.4,79.7,108.8,95.5,109.4,93.3,100.9,96.9,104.2
COc1ccc2oc(=O)cc(CP(=O)(O)O)c2c1,74.9,95.1,102.6,107.1,93.8,100.4,95.0,102.6,91.4
CCCCN(CCC)CCCCCCCCCCN1CCCc2ccccc21,54.3,45.8,77.1,83.6,.,87.7,100.6,88.8,75.7
O=C(Nc1ccc(I)cc1)c1cccc([N+](=O)[O-])c1O,-0.4*,7.5*,32.5,4.8*,20.3,10.3,14.8,16.6,24.1
Cc1ccc(NC(=O)Cn2c(O)c(N=NC(=O)CNc3ccc(S(N)(=O)=O)cc3)c3ccccc32)cc1,78.6,108.2,110.8,111.5,102.0,100.1,82.6,98.2,86.4

# 5 neighbouring compounds from above, for reference:
SMILES,UO-31,PC-3,DU-145,SF-295,SN12C,U251,SF-539,786-0,SF-268
O=c1ccnc(Nc2ccc(Cl)cc2)[nH]1,94.2,115.6,114.6,100.1,96.5,99.3,91.9,92.0,104.4
CCOC(=O)C1CCC(C(=O)OCC)N1c1ccc(C=O)cc1 (stereo unspecified),68.7,91.8,105.3,87.8,109.4,108.5,96.5,122.1,102.5
C=C(C)c1ccc(C)c(C)c1,96.1,94.7,109.6,95.7,104.0,100.0,102.5,.,99.1
NC(CSC(c1ccccc1)(c1ccccc1)c1cccc2ccccc12)C(=O)O (stereo unspecified),84.3,84.3,106.1,91.1,82.7,93.0,94.5,98.2,85.0
CCOc1ccc(Nc2nc3ccccc3nc2Nc2ccc(OCC)cc2)cc1,54.9,19.8,45.1,43.3,54.7,32.3,80.8,32.1,40.0

# Other compounds follow:
SMILES,UO-31,PC-3,DU-145,SF-295,SN12C,U251,SF-539,786-0,SF-268
COc1ccccc1NC(=O)N=Nc1c(O)[nH]c2ccccc12,58.7,89.7,102.1,94.1,93.5,97.3,98.3,90.4,99.1
CCOC(=O)c1c(C)nc2c(c1N)/C(=C/c1ccc(OC)cc1)C(=O)N2Cc1ccccc1,56.6,58.4,60.7,68.7,57.4,50.7,87.5,64.4,62.3
CC(C)=CC/C=C(/C)[C@H]1CC[C@]2(C)[C@@H]1CC[C@@H]1[C@@]3(C)C/C(=C/c4cc(C(F)(F)F)cc(C(F)(F)F)c4)C(=O)C(C)(C)[C@@H]3CC[C@]12C,86.7,94.0,104.8,103.0,94.0,93.1,99.8,107.6,98.7
COc1ccc(NC(=O)C2CCN(c3nc(C(F)(F)F)ccc3C#N)CC2)cc1,84.4,76.5,93.4,75.6,88.2,89.4,94.3,89.0,102.2
COc1cc(/C=C/c2cc(/C=C/c3cc(OC)c(OC)c(OC)c3)n(-c3cc(F)cc(F)c3)n2)cc(OC)c1OC,61.1,84.3,107.0,97.7,95.8,94.1,85.6,81.4,84.2
COc1cccc(NC(=S)NC2CC(C)CC(C)(C)C2)c1 (stereo unspecified),60.4,67.4,102.9,74.5,90.4,87.0,99.6,107.6,106.7
C=C(C)[C@@H]1CC[C@]2(C=O)CC[C@]3(C)[C@H](CC[C@@H]4[C@@]5(C)CCC(=O)C(C)(C)[C@@H]5CC[C@]43C)[C@@H]12,84.3,52.7,96.9,89.7,93.1,93.3,98.2,99.2,93.3
COC(=O)C12[C@H]3C(=O)N(c4ccc(C)cc4)C(=O)[C@H]3[C@@H](c3ccc(C)s3)N1[C@H](c1ccc(C)s1)[C@@H]1C(=O)N(c3ccc(C)cc3)C(=O)[C@@H]12,85.8,85.6,113.5,93.6,92.6,97.7,91.3,103.8,101.4
CCOC(=O)C1=C(N)N(c2ccc(C)cc2)C2=C(C(=O)CC(C)(C)C2)C1c1ccccc1OC (stereo unspecified),78.7,93.5,106.9,91.0,99.6,104.3,100.6,99.6,100.2
Clc1ccc(CSc2ccnc(SCc3ccc(Cl)cc3Cl)n2)c(Cl)c1,119.2,96.4,108.3,112.0,101.1,105.0,109.4,120.7,108.3
C=C1CC[C@H]2[C@@](C)(CCC3OC(c4ccc(OCc5cn(C6CC(OC(C)=O)C(OC(C)=O)C(COC(C)=O)O6)nn5)cc4)OC[C@]32C)[C@@H]1/C=C/C1=CCOC1=O (stereo partly specified),57.7,62.0,90.0,61.0,67.5,92.9,84.8,95.1,90.3
CCCCCCCCC(=O)Oc1ccc(/C(=C(/C)Cc2cccc(OCC)c2)c2ccc(OCCN(C)C)cc2)cc1,96.9,98.7,113.3,93.1,98.1,92.5,94.7,92.2,92.8
CC1(C)CC(NCc2ccccc2)=CC(=S)N1,77.2,99.2,115.2,89.2,95.1,.,99.1,105.9,115.7
CC(=O)N1c2ccccc2NC2=C(C(=O)N(Cc3ccccc3)C2(C)C)C1c1ccco1 (stereo unspecified),52.5,29.7,7.8*,-0.8*,35.9,24.6,-17.9*,21.4,42.7
O=C(Cc1ccc([N+](=O)[O-])cc1)c1ccccc1,75.5,96.5,100.7,96.9,93.4,92.0,93.5,98.3,87.6
Cc1cc(C(C)(C)C)c(O)c(C)c1CC1=NCCN1,99.5,99.7,103.6,99.6,98.3,102.8,.,102.8,106.1
Cc1c2c(c(C)c3c1oc1cc(O)ccc13)C(=O)N(CCN1CCOCC1)C2=O,61.9,91.1,101.3,90.6,88.9,84.4,96.5,78.9,78.2
Cc1ccc(NC(=O)c2ccc(CN3CC[C@H](N(C)C)C3)c(C(F)(F)F)c2)cc1Nc1nccc(-c2cncnc2)n1,-61.3*,10.9,30.6,-43.9*,-32.6*,-36.0*,-89.6*,-54.7*,17.1
Oc1ccc(CCn2c(O)c(/C=C3\C=Nc4ccccc43)sc2=S)cc1,55.2,.,90.3,64.1,73.7,55.6,91.7,90.8,78.2
CCOC(=O)C1=NC(CO)C(=O)N(c2ccccc2)N1 (stereo unspecified),96.5,99.8,105.4,99.0,97.7,103.6,94.2,91.4,103.1
O=C(/C=C/c1cccc([N+](=O)[O-])c1)c1ccc(Nc2nc(N3CCCCC3)nc(N3CCCCC3)n2)cc1,75.1,89.3,98.7,93.2,96.3,95.2,99.6,93.9,97.5
OC1COC(c2ccccc2)OC1C1OC(c2ccccc2)OC2COC(c3ccccc3)OC21 (stereo unspecified),99.2,99.3,111.0,.,99.1,102.8,79.5,89.4,90.9
CCCCCCCCN1CCOCCOCCN(CCCCCCCC)c2nc(Cl)nc(n2)NCCOCCOCCNc2nc(Cl)nc1n2,.,88.8,103.5,100.5,98.5,102.4,102.7,93.2,.
NCCNc1nc2scc(-c3ccccc3)c2c(=O)[nH]1,89.3,94.2,103.0,99.6,101.1,103.4,95.5,100.4,96.7
Oc1ccc(-c2nn(-c3ccccc3)cc2-c2nc3ccccc3s2)cc1,55.4,.,106.2,106.1,85.3,94.0,101.8,105.2,97.3
O=C(/C(Cl)=N/O)c1ccc(-c2ccccc2)cc1,57.9,98.6,109.1,103.5,103.5,96.1,96.4,-80.7*,101.2
Cc1cc(C)c2c(ccc3ccccc32)n1,72.2,94.0,111.1,121.3,93.7,90.7,101.8,85.6,109.9
O=C1C2C3C=CC(O3)C2C(=O)N1Nc1ccccc1 (stereo unspecified),100.6,97.5,111.8,107.1,107.0,109.1,.,107.3,102.3
CS(=O)(=O)c1ccc(-c2ccc3nc(N)n(-c4ccc(C(F)(F)F)cc4)c(=O)c3c2)cc1,79.0,79.1,94.2,91.4,98.2,87.5,90.2,93.5,92.5
COc1ccc(NC(=O)Nc2ccc(-c3cccnc3)cc2Oc2cc(OC)c(OC)c(OC)c2)cc1,71.3,74.3,106.1,107.1,100.5,92.5,100.8,101.2,98.3
COc1ccc(Cc2ccc(OC)c(OC)c2)cc1OC,102.1,93.3,108.0,104.4,110.9,100.3,111.6,122.4,105.4
O=CN1N=C(c2ccc3c(c2)OCO3)CC1c1cccc(Nc2ccnc3cc(C(F)(F)F)ccc23)c1 (stereo unspecified),63.7,56.8,86.4,83.1,88.9,88.7,90.5,90.7,65.4
Brc1ccc2c(c1)C(c1c[nH]c3ccccc13)(c1c[nH]c3ccccc13)CCO2,49.4,46.4,93.2,75.1,81.0,70.8,93.4,80.1,67.1
COc1ccc2cc([C@H](C)C(=O)N/N=C/c3ccccc3Br)ccc2c1,67.3,86.2,98.0,84.5,78.2,92.4,84.3,90.8,102.7
CC(=C/c1ccccc1)/C=N/N=C(N)N,65.8,71.7,108.4,103.4,93.1,85.2,94.6,102.1,100.7
Nc1nc2ccccc2c2c(=O)c3cc(F)ccc3sc12,91.3,102.7,104.3,100.5,101.4,105.3,103.7,97.4,103.3
O=c1[nH][nH]c2c(Cl)cccc12,86.4,100.9,113.2,100.3,97.4,101.3,105.9,101.9,111.6
CCOC(=O)NNc1cccc(Cl)c1,70.6,89.7,.,108.9,114.1,100.3,99.8,112.4,110.1
Cn1cc(-c2cc3nc(-c4c[nH]c5ccc(Cl)cc45)cc(N)n3n2)c2ccccc21,-98.6*,-80.9*,-85.9*,-82.9*,-65.9*,-83.0*,-87.9*,-89.0*,-44.9*
NC(N)=N/N=C/CN1C(=O)c2ccccc2C1=O,76.5,94.6,125.0,.,107.4,106.8,108.8,107.1,115.1
O=C1c2ccccc2C(=O)N1Cc1c(Cl)cccc1[N+](=O)[O-],83.7,102.8,115.3,103.7,100.9,.,102.0,103.8,117.1
CC(=O)Nc1ccc(NC(C)=O)c([N+](=O)[O-])c1,94.3,98.4,112.3,110.2,98.8,93.0,110.9,.,111.7
CCOC(=O)/C(C#N)=C/Nc1ccc(Cl)nc1Cl,99.2,93.6,106.4,100.3,105.2,96.1,108.6,97.2,97.8
CC(O)C(N)C(=O)O (stereo unspecified),83.6,92.0,105.6,.,103.8,90.0,106.1,97.6,100.5
O=[N+]([O-])c1c(Cl)cc(Cl)cc1Cl,100.6,87.3,115.6,107.9,97.2,108.7,103.9,96.4,110.2
CCOC(=O)c1cc2oc(/C=C/c3cc(=O)c4cc(Cl)ccc4o3)cc2[nH]1,81.8,85.2,65.4,108.8,62.4,92.5,70.0,97.7,73.0
CC(C)(CN1CCCN(CC(C)(C)C(=O)O)C1=O)C(=O)O,93.9,100.8,117.6,77.7,96.0,101.8,105.5,110.0,107.5
C[C@@H]1CN(Cc2ccc(/C=C/c3n[nH]c4ccc5nc(-c6cn[nH]c6C(F)(F)F)c6c(c5c34)CCCC6)cc2)C[C@H](C)O1,4.9*,22.7,27.7,38.4,12.6,46.1,7.3*,26.6,36.5
Cc1ccc(S(=O)(=O)OC[C@@]2(C)CC[C@]3(C)CC[C@]4(C)C(=C3C2)C=C[C@@H]2[C@@]3(C)CCCNC(C)(C)[C@@H]3CC[C@]24C)cc1,71.6,43.5,-1.2*,102.4,7.8*,-95.9*,1.1*,-90.7*,74.7
O=C(CSc1nnc(Cc2ccccc2Nc2c(Cl)cccc2Cl)o1)N1N=C(c2ccc3ccccc3c2)CC1c1ccc(Cl)cc1 (stereo unspecified),80.5,.,107.9,96.4,101.2,87.3,88.9,95.2,89.7
COc1cc(C2CC(c3ccc(Nc4ccnc5cc(Cl)ccc45)cc3)=NN2C(C)=O)cc(OC)c1OC (stereo unspecified),47.3,70.7,93.3,63.5,71.5,69.3,79.9,74.7,77.2
CN1CC[C@]23C1=NCC[C@@]21C(=Nc2c(Cl)cc(Cl)cc21)Nc1cc(Br)ccc13,65.2,89.3,113.9,99.7,77.8,93.9,111.4,96.4,104.7
FC(F)(F)c1cc(Nc2ccc3cc(OCCCN4CCOCC4)ccc3n2)ccc1Cl,27.6,23.5,47.6,-56.7*,49.4,-10.6*,-1.0*,-64.5*,46.9
CC(=O)NC1Oc2ccc(C)cc2-c2oc(=O)c(-c3ccccc3)cc21 (stereo unspecified),72.2,95.2,108.8,94.9,98.4,100.5,93.4,86.8,99.0
Cc1ccc(S(=O)(=O)N=S(C)C)cc1,85.6,100.3,105.3,95.5,104.8,97.8,111.6,98.0,107.1
